# Screening data: PubChem, several laboratories
# DTT redox prof = compounds producing H2O2 with reducing agent – biochemical, NIH compound library profiling, artefact control for MLSCN library redox annotation, primary screen | activation, % at 10 µM | AID 878 | DTT-dependent redox cycling H2O2, phenol red/HRP absorbance; 100% = 100 µM peroxide control, 0% = buffer | 200,000 tested, 0.03% active;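 active = activation of at least 50% relative to the plate's high and low controls in the primary single-dose screen; inactive = activation below 50%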;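 note: compound incubated with DTT at 0.8 mM final as the reducing agent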
# Diaph act CS = activates diaphorase or chemically reduces, flagging diaphorase assay artifacts; 190,000 tested, 0.005% active; Diaphorase/resazurin coupled assay, resorufin fluorescence, 16 min; hits give high values; 1 = vehicle wells, 0 = NADH-free wells; activation factor at 20 µM; AID 1229;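 active = diaphorase activity raised at least twofold by the compound at 20 µM; inactive = activation factor below 2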
#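 Material: purified diaphorase enzyme from Clostridium kluyveri / Medium: HEPES pH 7.4 buffer with MgCl2 and Tween 20 / Schedule: enzyme reaction of 16 min at room temperature / Measured by: resorufin fluorescence, excitation 544 nm, emission 590 nm / Evaluation: rise in resorufin formation, marking diaphorase activation or chemical reduction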
# PMI act hi M6P = increases human PMI activity with near-saturating mannose 6-phosphate. 190,000 tested, 0.34% active. P34949. coupled PMI enzyme assay, resazurin fluorescence, 20 min; hits give high values; 1 = untreated enzyme, 0 = substrate-free blank. activation factor at 20 µM;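 active = activation factor of 2 or more at 20 µM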
# Target sequence (P34949 whole entry, looked up): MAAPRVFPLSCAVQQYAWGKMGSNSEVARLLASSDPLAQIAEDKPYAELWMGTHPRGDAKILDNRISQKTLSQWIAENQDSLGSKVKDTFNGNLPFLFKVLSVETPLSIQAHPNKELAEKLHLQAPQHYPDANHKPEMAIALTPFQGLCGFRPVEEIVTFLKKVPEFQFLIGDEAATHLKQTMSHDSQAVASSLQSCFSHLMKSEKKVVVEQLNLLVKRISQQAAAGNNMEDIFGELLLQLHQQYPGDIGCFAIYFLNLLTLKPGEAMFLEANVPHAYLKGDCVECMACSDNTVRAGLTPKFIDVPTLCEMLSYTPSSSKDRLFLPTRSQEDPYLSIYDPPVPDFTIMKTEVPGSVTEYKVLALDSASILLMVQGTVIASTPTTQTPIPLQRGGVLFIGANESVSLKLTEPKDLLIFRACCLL
#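 Test system: human phosphomannose isomerase with PGI, G6PDH, diaphorase coupling enzymes / Doses: 20 µM compound, 1% DMSO / Times: enzyme reaction with compound 20 min at room temperature / Measured by: Diaphorase-driven resazurin-to-resorufin fluorescence, excitation 544, emission 590 nm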
# Hsp70 activator = transcriptional activators of Hsp70. AID 1203. activation, % at 10 µM. HeLa Hsp70 promoter luciferase reporter, luminescence; scaled: vehicle 0, proteasome-inhibitor control 100%. 200,000 tested, 0.04% active;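 active = activation above the mean across all tested compounds plus 3 SD, cutoff set per campaign, cut at about 5.5% in these data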;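 note: 100% = MG132 at 30 µM as the positive control and 0% = DMSO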
# S1P3 antag = antagonists of human S1P3 receptor; 170,000 tested, 0.27% active; inhibition, % at 4.98 µM; Q99500; CHO S1P3 NFAT-BLA reporter, FRET fluorescence, antagonist mode;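 active = inhibition above the plate cutoff, the mean inhibition of test wells on that plate plus 3 SD, cut at about 28% in these data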;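 note: cells challenged with S1P at its EC80 of 0.8 µM; blue over green emission ratio from cleaved BLA substrate after 4 h stimulation; 0% = S1P-stimulated wells and 100% = unstimulated DMSO-only wells; some compounds past the cut are filed as inactive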
# Target sequence (Q99500 whole entry, looked up): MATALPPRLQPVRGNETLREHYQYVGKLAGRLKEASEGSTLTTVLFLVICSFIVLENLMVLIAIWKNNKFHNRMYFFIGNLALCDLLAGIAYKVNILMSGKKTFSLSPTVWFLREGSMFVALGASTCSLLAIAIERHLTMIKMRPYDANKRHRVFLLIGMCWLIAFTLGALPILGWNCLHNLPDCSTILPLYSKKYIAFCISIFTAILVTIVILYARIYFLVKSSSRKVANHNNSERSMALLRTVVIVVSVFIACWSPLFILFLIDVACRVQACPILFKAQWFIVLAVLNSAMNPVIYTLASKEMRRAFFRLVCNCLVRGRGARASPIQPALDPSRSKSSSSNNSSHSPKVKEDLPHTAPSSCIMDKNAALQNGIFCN
# RAM network inh = inhibitors of the yeast RAM network; S. cerevisiae dse1pr::URA3 reporter, 5-FOA growth OD615, 2 d; analog-sensitive cbk1-as2 kinase mutant strain; inhibition, % at 50 µM; 190,000 tested, 1.8% active;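 active = inhibition above a set limit, 3 SD over mean compound inhibition, cut at about 8.4% in these data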;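 note: 0% = DMSO-only wells with no growth and 100% = 10 µM 1-NA-PP1 full growth; inhibition rescues growth on 5-FOA so higher OD means more RAM inhibition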
# PMI act = phosphomannose isomerase (human) activation. P34949. purified human PMI, coupled resazurin fluorescence, 20 min; hits give high values; 1 = vehicle control, 0 substrate-free wells. activation factor at 20 µM. 190,000 tested, 0.005% active. AID 1214;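 active = activation factor of 2 or more at 20 µM, relative to plate controls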
# TLR4-MyD88 BLA = blocks binding of human TLR4 to MyD88; HeLa CL3-4 TLR4/MyD88 BLA complementation, FRET ratio; AID 861; 200,000 tested, 0.18% active; O00206+Q99836; inhibition, % at 8.4 µM; in the data active = inhibition above about 25%;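 note: 0% = vehicle and 100% = reference inhibitor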
# L major viab = reduces viability of Leishmania major promastigotes | resazurin fluorescence viability | inhibition, % at 10 µM | 200,000 tested, 9% active | AID 1063;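 note: promastigotes grown with compound for 44 hours at 28 °C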
# G6PDH CS = counter-screen for G6PDH assay hits: L. mesenteroides G6PDH inhibition; inhibition, % at 5 µM; Purified L. mesenteroides G6PDH, diaphorase/resazurin coupled fluorescence, 45 min; 200,000 tested, 0.12% active
# Diaphorase inh = inhibits diaphorase or chemically oxidizes, flagging diaphorase assay artifacts; diaphorase resazurin-to-resorufin fluorescence, NADH, 16 min; bacterial (C. kluyveri) enzyme, not human; 190,000 tested, 0.69% active; inhibition, % at 20 µM;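 active = primary screen inhibition at 20 µM above a set limit, cut at about 50% in these data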;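 note: plate controls were DMSO with full reaction for no effect and wells lacking NADH for full effect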
#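 Test system: diaphorase enzyme from Clostridium kluyveri; amount: diaphorase at 0.14 U/mL in enzyme working solution; detection: fluorescence of resorufin formed from resazurin, Ex 544/Em 590 nm; times: reaction incubation of 16 min at room temperature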
# Active calls of the source: *; / = not tested or not shown. Cut-off read from the data, not from the text of the source, unless noted: active = inhibition above about 50%; inactive = the rest.
compound	TLR4-MyD88 BLA	Diaphorase inh	G6PDH CS	S1P3 antag	PMI act	DTT redox prof	Hsp70 activator	Diaph act CS	L major viab	PMI act hi M6P	RAM network inh
O=C(NCC1CCCO1)C1CCC(N2C(=O)c3ccccc3C2=O)CC1 (stereo unspecified)	2	-1	2	-30	1	1.7	-0.3	1	-4	1	0.1
CCn1ccnc1[C@@H]1C[C@H]2CN(c3ccccc3OC)C(=O)[C@]23CCCN13	9	20	10	-9	0.9	-0.9	-0.4	0.8	0	0.9	0.5
CC(=O)c1cccc(N=c2scc(-c3ccc(S(=O)(=O)N4CCOCC4)cc3)n2CCO)c1	-6	6	-3	8	1.1	0.0	-0.3	0.9	95*	1.1	-0.5
CCC(=O)Nc1ccc(Cl)c(NC(=S)NC(C)=O)c1	-14	11	9	-13	1	0.5	0.1	0.9	2	1	0.0
CCOC(=O)c1ccc(NC(=O)Nc2ccc(OC)c(OC)c2)cc1	7	16	-49	25	0.9	0.8	0.0	0.8	58*	0.9	1.2
CCC(=O)Nc1ccc2oc(-c3cccc(C)c3)nc2c1	-2	17	-25	33	0.9	2.9	-0.1	0.8	21	0.9	-0.7
O=S(=O)(/N=C(/Sc1ccccc1)c1ccccc1)c1ccccc1	3	8	11	/	1	0.0	-0.5	0.9	-4	1.1	2.9
CCN(CC)C(=O)N1CCN(C(=O)N(CC)CC)CC1	0	-1	6	8	0.9	-0.7	-0.2	1	4	1	0.4
Cn1c(=O)c2c(nc(N3CCNCC3)n2Cc2ccccc2Cl)n(C)c1=O	6	-10	9	-9	1.1	-1.3	0.1	1.1	1	1.1	0.6
O=C(Nc1cccc(S(=O)(=O)NC2=NCCC2)c1)C1CCC1	-6	5	7	-11	1	-0.5	-0.3	0.9	5	0.9	-0.9
CC1=C/C(=C/N(C)c2ccccc2)C(=O)S1	-11	21	-4	-8	0.9	2.7	-0.6	0.8	3	1	-1.2
COc1ccc(S(=O)(=O)Cc2ccc(C(=O)N3CCN(c4cccc(C)c4)C(C)C3)o2)cc1 (stereo unspecified)	-2	24	-1	4	1	-0.6	0.0	0.8	31	0.9	0.9
COCCNC(=O)Cn1cc2c(n1)CCCCC2	-2	22	3	-4	0.8	-0.6	-0.3	0.8	-1	0.8	0.2
CSc1cccc(NC(=O)C(C)NS(=O)(=O)c2ccc(F)cc2)c1 (stereo unspecified)	-14	8	5	/	1.1	-0.1	-0.6	0.9	-6	1.1	1.6
COc1cc(/C=N/N2C(=O)c3ccccc3C2=O)ccc1O	-9	9	-1	-14	1	-0.5	-0.1	0.9	-5	1	0.9
O=S(=O)(/C=C/c1ccccc1)Nc1ccc2c(c1)OCO2	-11	24	-12	/	0.8	0.4	-0.1	0.8	0	0.9	1.8
CCCn1c(SCC(=O)NC(=O)Nc2ccc(C)cc2C)n[nH]c1=O	1	9	17	-9	1	4.1	0.1	0.9	-3	1	3.5
O=C(NCc1ccccc1)c1ccc(Oc2ccc(C(=O)NCc3ccccc3)cc2)cc1	6	8	0	/	1	0.5	-0.3	0.9	-5	1	2.8
CCOc1ccc(CN(C)CCc2ccccn2)cc1	14	33	8	-14	0.9	-0.2	-0.1	0.7	-1	0.9	-0.9
COc1ccc(OC)c(C2=NOC(C(=O)N3CCN(c4ccccc4)CC3)C2)c1 (stereo unspecified)	-9	9	0	/	1	-2.0	-0.3	0.9	8	1.1	1.3
c1ccc2c(c1)oc1c(NCCCn3ccnc3)ncnc12	-6	-7	7	-16	1.1	0.5	-0.2	1.1	94*	1.2	1.6
CCOC(=O)Cc1c(C)nc2c(-c3ccccc3OC)c(C)nn2c1C	1	6	3	/	0.9	1.2	-0.2	0.9	-1	0.9	0.7
c1ccc(-c2nnc3n2CCCC3)cc1	-1	8	-8	/	1	-4.2	0.2	0.9	-10	1	2.0
CCc1ccccc1NC(=S)NCc1ccc2c(c1)OCO2	3	17	-3	/	1	-7.0	-0.2	0.8	39	1	-0.8
CCCCNC(=S)N(C)/N=C/c1c(F)cccc1F	1	22	0	-12	0.9	0.2	-0.4	0.8	38	1	0.8
NCC(O)CN(c1ccccc1)c1ccccc1 (stereo unspecified)	2	-15	18	-1	0.8	0.0	0.3	1.1	7	0.9	1.0
Cc1cccc(NC(=S)/N=C(\N)Nc2nc(C)c3ccc(C)cc3n2)c1	-2	-18	4	/	1.2	1.9	-0.5	1.2	6	1.1	4.1
CC(C)(C)NC(=O)CN(C(=O)CS(=O)CC(=O)Nc1ccc(F)cc1)c1cccc(F)c1 (stereo unspecified)	-11	5	18	-6	0.9	-0.2	0.1	1	-5	0.9	1.0
Cc1ccc(C2=C/C(=C\c3cccnc3)C(=O)O2)cc1	7	0	-2	0	0.9	-0.5	-0.4	1	-4	1	1.9
CC(C)[C@H]1CC[C@@H](C)C(C(=O)c2ccccc2)C1=O (stereo partly specified)	-5	-7	10	-3	1.2	0.2	-0.1	1.1	-4	1.1	2.6
CCOC(=O)C1CCCN(C(=O)c2cn(CC(C)C)c(=O)c3cc(OC)c(OC)cc23)C1 (stereo unspecified)	-8	0	19	/	1.1	2.5	0.5	1	10	1.1	0.1
NC(CSC12CC3CC(CC(C3)C1)C2)C(=O)O (stereo unspecified)	5	2	2	0	0.9	-0.3	0.1	1	-4	1	2.8
O=C(c1cn(-c2ccccc2)nc1-c1ccncc1)n1nnc2ccccc21	1	/	/	8	/	1.1	-0.1	/	-3	/	/
CCN1c2ccccc2-c2nc3ccccc3n2C1c1ccncc1 (stereo unspecified)	-15	14	12	4	1.1	2.8	-0.1	0.9	36	0.9	1.2
CCn1cc(C2=NC(C)CO2)c2ccccc21 (stereo unspecified)	2	8	5	/	1	0.1	-0.2	0.9	8	1.1	1.1
c1ccc(CSc2nnc3ccc(-c4ccco4)nn23)nc1	-19	0	3	-1	1.1	-1.7	0.1	1	2	1.1	-0.1
COc1ccc(CCNC(=O)c2c(-c3ccccc3Cl)noc2C)cc1	17	8	5	/	1.1	0.4	-0.3	0.9	4	1.1	0.9
CCCN1CCN(C(=O)Cn2cccc2C(=O)c2ccccc2)CC1	-2	3	3	-4	1.1	3.5	-0.3	1	3	1.2	0.2
NC(=O)c1ccccc1NC(=O)/C=C/c1c(Cl)cccc1Cl	2	9	5	/	0.9	-3.9	-0.1	0.9	-5	0.9	3.2
COC(=O)C(Cc1ccc(O)cc1)NC(=O)c1ccccc1OC (stereo unspecified)	-6	8	7	-8	0.9	-1.5	-0.2	0.9	-9	0.9	-1.2
COc1ccc(OCC(=O)Nc2cccc3ncccc23)cc1	-10	11	16	-14	1	0.6	-0.2	0.9	3	1	1.1
O=[N+]1C2=C(CCCC2)N([O-])C12CCCC2	1	16	9	20	0.9	1.2	-0.3	0.8	2	0.8	-0.4
CCC(Sc1nnnn1C)C(=O)Nc1ccc(C(C)=O)cc1 (stereo unspecified)	9	12	3	-25	0.9	-0.6	0.0	0.9	0	0.9	0.3
Cc1cccc(C)c1NC(=O)C(c1ccc([N+](=O)[O-])cc1)N(C)C(=O)c1ccccn1 (stereo unspecified)	-19	6	10	-10	1.1	-0.7	-0.3	0.9	2	1.1	2.4
C/C=C/c1ccc(OCCCCn2cncn2)c(OC)c1	3	-6	3	6	1	0.5	-0.2	1.1	-2	1.1	3.8
CC1=C(C)CC2(SC1)C(=O)N(c1ccccc1)N=C2N (stereo unspecified)	1	8	6	-9	1	-0.2	-0.1	0.9	3	1	1.4
Cc1cc(C)c2nc(N3CCC(C(=O)NCCCN4CCCCC4)CC3)sc2c1	-1	8	-2	/	0.9	-0.4	-0.1	0.9	97*	0.9	-0.5
Cc1cc(C(=O)O)ccc1-n1c(C)cc(C=C2C(=O)c3ccccc3C2=O)c1C	6	29	0	-3	1	-1.6	0.1	0.7	1	0.7	3.5
O=C(NCCCn1ccnc1)c1ccc(N2CCCCC2)c([N+](=O)[O-])c1	4	4	-1	11	0.9	-2.0	0.0	1	16	0.9	0.8
O=C(N/N=C/c1ccccn1)c1[nH]c2ccc([N+](=O)[O-])cc2c1-c1ccccc1	5	14	6	-8	0.9	-2.1	-0.3	0.9	98*	0.9	0.1

# Next section:
compound	TLR4-MyD88 BLA	Diaphorase inh	G6PDH CS	S1P3 antag	PMI act	DTT redox prof	Hsp70 activator	Diaph act CS	L major viab	PMI act hi M6P	RAM network inh
Cn1c(SCC(N)=O)nnc1C1CCN(S(=O)(=O)c2ccccc2C(F)(F)F)CC1	3	13	-4	-33	1	3.9	-0.2	0.9	-4	1	0.8
Cc1nnc(NC(=O)Cn2c(=O)sc3ccccc32)s1	1	-8	8	/	1	-2.3	-0.1	1.1	-2	1.1	3.0
Cc1nnc(N2C(=O)c3oc4ccccc4c(=O)c3C2c2ccco2)s1 (stereo unspecified)	-2	16	-37	-36	1.3	0.0	0.2	0.8	-8	1.6	0.3
O=C(C1CC1)N1CCN=C1SCc1ccc(F)cc1	0	12	2	-28	1	-0.7	0.0	0.9	-11	0.9	1.5
Cc1ccccc1C(=O)NNC(=O)C1CCCN(c2ncccn2)C1 (stereo unspecified)	10	8	2	/	1.1	1.4	0.5	0.9	-7	1.1	2.4
Cc1c(C=O)c2ccccc2n1CC(=O)N1CCc2ccccc2C1	6	11	0	/	0.9	2.5	-0.2	0.9	5	0.9	1.4

# Given with values under each structure: entries from further up.
# Results follow in this order: TLR4-MyD88 BLA | Diaphorase inh | G6PDH CS | S1P3 antag | PMI act | DTT redox prof | Hsp70 activator | Diaph act CS | L major viab | PMI act hi M6P | RAM network inh
> Cc1nnc(N2C(=O)c3oc4ccccc4c(=O)c3C2c2ccco2)s1 (stereo unspecified)
    -2 | 16 | -37 | -36 | 1.3 | 0.0 | 0.2 | 0.8 | -8 | 1.6 | 0.3
> O=C(C1CC1)N1CCN=C1SCc1ccc(F)cc1
    0 | 12 | 2 | -28 | 1 | -0.7 | 0.0 | 0.9 | -11 | 0.9 | 1.5

# Rows were taken by chance; overall some 12% were active at least once.
